Screens from PubChem.
HPDE-C7 cytotoxicity: HPDE-C7 pancreatic duct cell viability loss – fluorescence, HTS (AID 430) | HPDE-C7 pancreatic duct cells viability, fluorescence; higher % means a stronger effect | cytotoxicity, % at 10 µM; hits with a dose series show EC50 in µM | hit rate 1.8% among 63,000;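 further: cells exposed to compound for 48 hours before viability readout; 0% = vehicle and 100% = reference cytotoxic drug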
DPM-DC inhibit: S. pneumoniae DPM-DC inhibition | purified DPM-DC, PK/LDH coupled NADH fluorescence | calls only at 10 µM | hit rate 0.49% among 65,000;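 active means the 320 compounds with the highest percent inhibition in the single-dose primary screen, excluding strongly autofluorescent ones, cut at about 32% in these data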;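 further: kinetic rate of NADH fluorescence loss reporting ADP formed by the decarboxylase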
PMK inhibit: blocks S. pneumoniae phosphomevalonate kinase; purified PMK, PK/LDH-coupled NADH absorbance 340 nm; inhibition, % at 10 µM; hit rate 0.49% among 65,000; AID 539;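 active means top-ranked compounds by inhibition in the single 10 µM screen, taking a fixed number of the strongest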;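 further: 0% = full reaction with DMSO carrier and 100% = background rate without enzyme reaction; no value below 0 was filed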
Alkaline phosphatase: human TNAP enzyme inhibitors, biochemical, luminescent (AID 518); purified TNAP enzyme, luminescent substrate readout; higher % means a stronger effect; one-dose inhibition, % at 20 µM; IC50 in µM for titrated hits; hit rate 0.09% among 64,000; in the data active means a potency from the dose series; inactive means the rest, 99 in 100 with inhibition below about 22%;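 further: plate controls were vehicle for no effect and reference inhibitor for full effect; many of its hits are not listed in these tables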
Bfl-1 inhibitors: Bfl-1 inhibitors, primary screen, biochemical, fluorescence polarization, FITC-Bid, mouse (AID 432); FITC-Bid BH3 peptide fluorescence polarization displacement; higher % means a stronger effect; displacement, % at 20 µM, or IC50 in µM where a hit was titrated; hit rate 0.02% among 64,000; in the data active means a potency from the dose series; inactive means the rest, 99 in 100 with displacement below about 15%; further: strong numbers were not always called active
KRASV12 cytotoxicity: viability loss of HPDE-C7K cells – cell-based, fluorescence, HTS, primary screen (AID 431) | HPDE-C7K KRASV12 cells, Alamar Blue viability, 48 h; higher % means a stronger effect | one-dose cytotoxicity, % at 10 µM; EC50 in µM for titrated hits | hit rate 1.7% among 63,000;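 active means compounds whose percent cytotoxicity in the single-dose primary screen, scaled between solvent and toxic-drug controls, exceeds 50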;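 further: 0% = DMSO solvent wells and 100% = doxorubicin-treated wells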
HT1080 cytotoxicity: cytotoxicity in HT1080 fibrosarcoma cells, cell-based, fluorescence readout (AID 620) | HT1080 viability, fluorescence; higher % means a stronger effect | cytotoxicity, % at 10 µM, or EC50 in µM where a hit was titrated | hit rate 0.42% among 87,000;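 further: cells exposed to compound overnight then 4 h with Alamar Blue; 0% = vehicle DMSO and 100% = killing control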
Spn MK inh: inhibitors of Streptococcus pneumoniae mevalonate kinase; hit rate 0.48% among 65,000; inhibition, % at 10 µM; purified MK, PK/LDH-coupled NADH absorbance 340 nm;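 active means ranked among the strongest by inhibition in the single 10 µM screen, a fixed top-ranked set picked for dose follow-up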; further: no value below 0 was filed
LYP phosphatase: LYP phosphatase inhibitors, primary screen, biochemical, DiFMUP fluorescence, recombinant catalytic domain, 10 µM (AID 606); inhibition, % at 10 µM, or IC50 in µM where a hit was titrated; 52,000 tested, under 10 active; recombinant LYP catalytic domain, DiFMUP fluorescence; higher % means a stronger effect;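 active means IC50 under 40 µM in the dose-response test; inactive means IC50 of 40 µM or more, or never dose-tested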
PMK inhibit pilot replicates: further read-out of PMK inhibit, marked with its call; inhibition, %; measured here: pilot screen replicates
Spn MK inh pilot replicates: also measured in Spn MK inh; calls as there; inhibition, %; measured here: pilot screen replicates
DPM-DC inhibit pilot screen %: recorded beside DPM-DC inhibit, whose call it bears; inhibition, %; measured here: pilot screen trials
Numbers without * were called inactive; i = inactive; . = not tested or not shown; + = active, no number. Unless noted, no stated cut-off is given here; in the data, active means cytotoxicity above about 50%; inactive means the rest.

The first ten entries, to show the layout:
SMILES | HPDE-C7 cytotoxicity | DPM-DC inhibit | PMK inhibit | Alkaline phosphatase | Bfl-1 inhibitors | KRASV12 cytotoxicity | HT1080 cytotoxicity | Spn MK inh | LYP phosphatase | others
Cc1ccc(C(=O)CSc2nnc(COc3cccc4cccnc34)o2)cc1 | 1% | i | 15 | 9% | -4% | 13% | 1% | 10 | .
Cn1c(NC(=O)c2ccc(F)c(F)c2)cc(=O)n(C)c1=O | -11% | i | 4 | 9% | 5% | 0% | 1% | 4 | -4%
CCOC(=O)C1CCN(S(=O)(=O)c2c(C)[nH]c(=O)[nH]c2=O)CC1 | . | i | 17 | . | . | . | -4% | 0 | 3%
CCOC(=O)Cn1nc(-c2ccccc2)ccc1=O | -10% | i | 14 | 10% | -4% | 1% | 1% | 0 | 16%
COc1cccc(C2C(C(=O)c3sc(C)nc3C)=C(O)C(=O)N2CCN(C)C)c1OC (stereo not drawn) | 0% | i | 15 | 12% | -7% | -5% | 1% | 10 | .
CCn1c(=O)c2c(nc(SCC(=O)NCC3CCCO3)n2C)n(C)c1=O (stereo not drawn) | -1% | i | 9 | 7% | -11% | -13% | -11% | 16 | 4%
CCOc1ccc(C(=O)Nc2c3c(nn2-c2ccc(C)cc2)CS(=O)C3)cc1OCC (stereo not drawn) | -6% | i | 19 | 6% | -2% | 0% | -5% | 4 | -4%
CCn1nnnc1SCC(=O)N1c2ccccc2CCc2ccccc21 | -23% | i | 6 | 12% | -6% | -14% | 0% | 8 | -7% | PMK inhibit pilot replicates=2.0;Spn MK inh pilot replicates=0.5;DPM-DC inhibit pilot screen %=0.0
O=C1CC(N2CCN(c3ccccc3Cl)CC2)C(=O)N1c1ccc(F)cc1 (stereo not drawn) | -16% | i | 0 | 2% | -4% | -20% | -8% | 8 | 7%
FC(F)C(F)(F)C(F)(F)C(F)(F)c1cc(-c2ccccc2)n[nH]1 | 83%* | i | 0 | 27% | 3% | 83%* | 3% | 2 | .

This part in full, previewed entries included:
SMILES | HPDE-C7 cytotoxicity | DPM-DC inhibit | PMK inhibit | Alkaline phosphatase | Bfl-1 inhibitors | KRASV12 cytotoxicity | HT1080 cytotoxicity | Spn MK inh | LYP phosphatase | others
Cc1ccc(C(=O)CSc2nnc(COc3cccc4cccnc34)o2)cc1 | 1% | i | 15 | 9% | -4% | 13% | 1% | 10 | .
Cn1c(NC(=O)c2ccc(F)c(F)c2)cc(=O)n(C)c1=O | -11% | i | 4 | 9% | 5% | 0% | 1% | 4 | -4%
CCOC(=O)C1CCN(S(=O)(=O)c2c(C)[nH]c(=O)[nH]c2=O)CC1 | . | i | 17 | . | . | . | -4% | 0 | 3%
CCOC(=O)Cn1nc(-c2ccccc2)ccc1=O | -10% | i | 14 | 10% | -4% | 1% | 1% | 0 | 16%
COc1cccc(C2C(C(=O)c3sc(C)nc3C)=C(O)C(=O)N2CCN(C)C)c1OC (stereo not drawn) | 0% | i | 15 | 12% | -7% | -5% | 1% | 10 | .
CCn1c(=O)c2c(nc(SCC(=O)NCC3CCCO3)n2C)n(C)c1=O (stereo not drawn) | -1% | i | 9 | 7% | -11% | -13% | -11% | 16 | 4%
CCOc1ccc(C(=O)Nc2c3c(nn2-c2ccc(C)cc2)CS(=O)C3)cc1OCC (stereo not drawn) | -6% | i | 19 | 6% | -2% | 0% | -5% | 4 | -4%
CCn1nnnc1SCC(=O)N1c2ccccc2CCc2ccccc21 | -23% | i | 6 | 12% | -6% | -14% | 0% | 8 | -7% | PMK inhibit pilot replicates=2.0;Spn MK inh pilot replicates=0.5;DPM-DC inhibit pilot screen %=0.0
O=C1CC(N2CCN(c3ccccc3Cl)CC2)C(=O)N1c1ccc(F)cc1 (stereo not drawn) | -16% | i | 0 | 2% | -4% | -20% | -8% | 8 | 7%
FC(F)C(F)(F)C(F)(F)C(F)(F)c1cc(-c2ccccc2)n[nH]1 | 83%* | i | 0 | 27% | 3% | 83%* | 3% | 2 | .
c1cncc(-c2nnc(SCc3cccc4ccccc34)o2)c1 | 38% | i | 0 | 9% | 0% | 34% | -6% | 0 | -3%
CCN1CCCC1CNC(=O)c1ccc(CS(=O)(=O)c2ccccc2C)o1 (stereo not drawn) | -3% | i | 16 | 3% | 1% | -10% | 4% | 0 | 3%
O=c1c(-c2ccc(Br)cc2)coc2c(CN3CCOCC3)c(O)ccc12 | -18% | . | 7 | 8% | 0% | -5% | 1% | 1 | 10% | PMK inhibit pilot replicates=5.5;Spn MK inh pilot replicates=4.0
Cc1cccc(-n2c(SCC(=O)Nc3nnc(C)s3)nnc2-c2ccoc2C)c1 | 0% | i | 10 | 10% | -10% | 18% | 14% | 7 | -2%
COCCOC(=O)c1c(C)oc2ccc(OC(=O)c3ccc4c(c3)OCO4)cc12 | -29% | i | 11 | 16% | -10% | -20% | 2% | 0 | .
COc1ccc(CN(CC(=O)NCC2CCCO2)C(=O)CCC(=O)Nc2cc(C)ccn2)cc1 (stereo not drawn) | 4% | i | 12 | 9% | -7% | 1% | -11% | 8 | 10%
O=C(CCN1C(=O)c2ccccc2S1(=O)=O)Nc1nc2c(s1)CCCC2 | 3% | i | 4 | 4% | 7% | -8% | 8% | 6 | -6%
COc1ccc(NC(=O)CC2C(=O)N(c3cccc(OC)c3)C(=O)N2C2CCCCC2)cc1 (stereo not drawn) | -13% | i | 5 | -8% | 10% | 8% | 1% | 7 | -3%
O=C1CCCC(O)=C1C=Nc1ccc2c(c1)oc1ccccc12 | 1% | i | 8 | 4% | -4% | 2% | -2% | 7 | 15% | PMK inhibit pilot replicates=0.5;Spn MK inh pilot replicates=1.0;DPM-DC inhibit pilot screen %=4.5
CC(=O)c1c(N2CCN(Cc3ccc4c(c3)OCO4)CC2)nc(=S)n(-c2ccccc2)c1C | 9% | i | 10 | 10% | 0% | 5% | -1% | 9 | 4%
CCN(CC)C(=O)C1CCN(c2ncnc3c2cnn3-c2ccc(C)cc2C)CC1 | -10% | i | 1 | 6% | -11% | -13% | -2% | 11 | 5%
Cc1ccc(NC(=O)c2ccc(S(=O)(=O)NCC3CCCO3)cc2)cc1 (stereo not drawn) | 0% | i | 10 | 7% | 2% | -5% | 1% | 5 | 16%
O=C(NCCCN1CCN(CCCNC(=O)c2ccc(F)cc2)CC1)c1ccc(F)cc1 | -6% | i | 0 | 8% | -3% | -7% | 3% | 11 | 11% | PMK inhibit pilot replicates=1.0;Spn MK inh pilot replicates=0.0;DPM-DC inhibit pilot screen %=0.0
CCOc1cccc2cc(C(=O)Nc3cc(C)on3)c(=O)oc12 | 2% | i | 9 | 5% | 2% | -3% | -6% | 5 | -7%
COc1cccc(Nc2cc(C)nc3nc(C)nn23)c1 | -1% | i | 4 | 15% | -1% | 3% | -1% | 6 | 7%
O=C(NCc1ccco1)c1cc2sccc2n1Cc1ccccc1 | -14% | i | 17 | 18% | 1% | 8% | 2% | 0 | 2% | PMK inhibit pilot replicates=0.0;Spn MK inh pilot replicates=0.0;DPM-DC inhibit pilot screen %=0.0
O=C(Nc1ccc(F)cc1)N(CCCN1CCOCC1)Cc1cc2cc3c(cc2[nH]c1=O)OCO3 | -8% | + | 27* | 11% | -3% | 2% | . | 7 | . | PMK inhibit pilot replicates=0.5*;Spn MK inh pilot replicates=0.0;DPM-DC inhibit pilot screen %=23*
COC(=O)c1ccc(CSc2nc3sc4c(c3c(=O)n2C)CCCC4)o1 | 2% | i | 11 | -7% | -6% | 12% | -6% | 0 | 7%
N#CCSc1nnc(Cc2cccc3ccccc23)n1C1CCCCC1 | 14% | i | 20 | 0% | -2% | 17% | -4% | 0 | -5%
CCC(Sc1nc(=O)cc(N)n1-c1ccccc1)C(=O)Nc1ccc(Cl)cn1 (stereo not drawn) | -5% | i | 8 | 11% | -4% | -9% | 19% | 4 | 8%
Cc1cc(C)c2[nH]c(=O)c(CN(CC3CCCO3)C(=O)C3CCCO3)cc2c1 (stereo not drawn) | 1% | i | 5 | 9% | 5% | -29% | -7% | 8 | 11%
COc1ccc(OCC(=O)N2CCN(c3nnc(-c4ccccc4)c4ccccc34)CC2)cc1 | 10% | i | 26* | 2% | -10% | 16% | -1% | 1 | .
COc1ccc(S(=O)(=O)N(CC(=O)N2CCN(C)CC2)C2CCCCC2)cc1OC | 2% | i | 9 | 4% | -1% | 0% | 19% | 4 | 3%
Cc1ccc(C)c(OCCCCCn2ccnc2)c1 | -13% | i | 6 | 7% | -5% | 4% | -16% | 5 | .
O=C(Cn1cc2c(n1)CCCC2)N1CCCC1 | -8% | i | 18 | -2% | -1% | -14% | 4% | 8 | 10%
Cn1c(=O)c2c(nc(NCc3ccco3)n2C/C=C/c2ccccc2)n(C)c1=O | 12% | i | 11 | 6% | -6% | 6% | 3% | 9 | . | PMK inhibit pilot replicates=0.0;Spn MK inh pilot replicates=0.0;DPM-DC inhibit pilot screen %=0.0
CC(=O)NCC12CC3CC(C1)CC(C(=O)O)(C3)C2 | -10% | i | 10 | 3% | 1% | -6% | -2% | 2 | -1%
Cc1nc(SCC(=O)Nc2ccc3c(c2)OCO3)c(C#N)c2c1CCCC2 | 0% | i | 1 | 10% | -9% | -1% | -10% | 0 | 21%
COc1ccc(-n2nnc3c(SCC(=O)N4CCN(c5ccccc5)CC4)ncnc32)cc1 | 2% | i | 9 | 13% | -4% | 13% | -9% | 5 | -6%
COC(=O)c1ccc(S(=O)(=O)N2CCCC2)o1 | -11% | i | 0 | 12% | 4% | -10% | 3% | 15 | 12%
CCOc1ccc(-c2[nH]ncc2Oc2cccc(OC)c2)c(O)c1 | 56%* | i | 7 | -5% | 0% | 58%* | -1% | 5 | 10%
CCCn1c(=O)c2c(nc(Br)n2CCC)n(C)c1=O | 2% | i | 0 | 8% | -7% | 15% | -5% | 11 | 7%
C=CCSc1nnc(-c2cc(Br)ccc2N)c(=O)[nH]1 | 3% | i | 2 | 7% | -4% | 8% | 1% | 5 | 4%
Cc1ccc(Cn2ncn3c(cc4ccccc43)c2=O)cc1 | -8% | i | 11 | 7% | -6% | -1% | 6% | 6 | 6%
CCOC(=O)CSc1nc2c(cnn2-c2ccc(C)cc2)c(=O)[nH]1 | -13% | i | 12 | 6% | -1% | -12% | -1% | 0 | 0%
Cn1c(SCC(=O)N2c3ccccc3Sc3ccccc32)nnc1-c1ccco1 | -4% | i | 2 | 4% | 6% | -5% | 1% | 7 | 6%
O=C(Cn1c(=O)oc2cc(S(=O)(=O)N3CCCC3)ccc21)Nc1ccc(C(F)(F)F)cc1 | -10% | i | 2 | 6% | 4% | -7% | 4% | 4 | -1%
Cc1ccc(-n2nnc3c(=O)n(Cc4ccccc4C)cnc32)cc1 | 0% | i | 5 | 6% | -4% | -7% | 1% | 0 | 0%
